Compound activity from PubChem BioAssay.
Dicer processing = blocks human Dicer maturation of pre-miR-21 | Q9UPY3 | cat-ELCCA pre-miR-21 Dicer processing, chemiluminescence; stronger effect = higher value | z-score at 25 µM | 6% of 47,000 active | AID 1347074; in the data active means z-score above about 3, passing the limit was not always enough;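 further: plate controls were vehicle for no effect and no enzyme for full effect; higher signal means more uncleaved substrate so more Dicer inhibition; strong numbers were not always called active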
Target sequence (Q9UPY3 whole entry, looked up): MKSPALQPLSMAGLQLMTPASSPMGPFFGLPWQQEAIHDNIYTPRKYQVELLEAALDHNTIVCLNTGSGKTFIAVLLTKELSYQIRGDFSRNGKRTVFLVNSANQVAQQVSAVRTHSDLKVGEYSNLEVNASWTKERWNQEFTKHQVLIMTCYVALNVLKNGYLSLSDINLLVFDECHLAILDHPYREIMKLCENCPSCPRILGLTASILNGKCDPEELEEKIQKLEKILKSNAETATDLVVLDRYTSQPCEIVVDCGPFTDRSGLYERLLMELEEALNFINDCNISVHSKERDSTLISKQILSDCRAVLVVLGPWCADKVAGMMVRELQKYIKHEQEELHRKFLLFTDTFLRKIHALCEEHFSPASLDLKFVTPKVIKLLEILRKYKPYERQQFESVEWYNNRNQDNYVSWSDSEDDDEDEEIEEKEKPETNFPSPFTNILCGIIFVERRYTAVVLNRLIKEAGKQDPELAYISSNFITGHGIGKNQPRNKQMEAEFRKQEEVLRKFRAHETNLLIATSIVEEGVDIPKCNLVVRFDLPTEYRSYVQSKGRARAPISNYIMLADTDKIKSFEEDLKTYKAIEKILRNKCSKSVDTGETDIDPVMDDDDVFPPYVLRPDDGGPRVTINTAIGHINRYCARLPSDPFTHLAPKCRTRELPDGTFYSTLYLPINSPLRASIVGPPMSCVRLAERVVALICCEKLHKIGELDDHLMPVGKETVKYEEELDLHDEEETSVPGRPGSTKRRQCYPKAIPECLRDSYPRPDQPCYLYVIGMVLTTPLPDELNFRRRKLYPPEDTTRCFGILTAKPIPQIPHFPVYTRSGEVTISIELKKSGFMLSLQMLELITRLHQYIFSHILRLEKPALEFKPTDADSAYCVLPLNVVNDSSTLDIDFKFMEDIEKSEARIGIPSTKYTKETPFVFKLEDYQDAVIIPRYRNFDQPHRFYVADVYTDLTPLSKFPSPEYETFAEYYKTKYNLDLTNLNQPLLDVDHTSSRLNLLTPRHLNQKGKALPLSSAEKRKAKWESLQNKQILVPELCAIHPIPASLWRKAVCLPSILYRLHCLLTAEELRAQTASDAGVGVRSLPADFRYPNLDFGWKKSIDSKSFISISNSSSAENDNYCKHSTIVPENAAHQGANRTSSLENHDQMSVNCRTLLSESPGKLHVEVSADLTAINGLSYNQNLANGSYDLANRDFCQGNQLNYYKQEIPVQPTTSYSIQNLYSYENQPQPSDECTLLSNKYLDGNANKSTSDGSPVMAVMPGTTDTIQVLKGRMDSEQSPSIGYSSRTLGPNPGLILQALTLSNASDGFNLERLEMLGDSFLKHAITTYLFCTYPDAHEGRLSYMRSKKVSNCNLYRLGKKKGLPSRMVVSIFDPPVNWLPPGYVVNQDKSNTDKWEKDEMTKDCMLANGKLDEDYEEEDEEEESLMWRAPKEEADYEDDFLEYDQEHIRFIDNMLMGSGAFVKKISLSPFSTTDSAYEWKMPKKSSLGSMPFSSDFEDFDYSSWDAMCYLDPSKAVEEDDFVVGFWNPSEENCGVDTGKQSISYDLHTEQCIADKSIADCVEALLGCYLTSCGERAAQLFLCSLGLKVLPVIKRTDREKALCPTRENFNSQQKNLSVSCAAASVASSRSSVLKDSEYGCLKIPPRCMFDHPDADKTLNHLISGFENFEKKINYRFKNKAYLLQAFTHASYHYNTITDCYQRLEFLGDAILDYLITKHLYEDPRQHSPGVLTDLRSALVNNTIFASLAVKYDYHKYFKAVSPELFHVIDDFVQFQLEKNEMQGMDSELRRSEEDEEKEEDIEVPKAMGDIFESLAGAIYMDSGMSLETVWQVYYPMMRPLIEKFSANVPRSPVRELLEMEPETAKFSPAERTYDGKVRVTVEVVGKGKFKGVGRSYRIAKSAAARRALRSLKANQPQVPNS
Numbers without * were called inactive.

Sample of the layout, four compounds:
SMILES	Dicer processing
CCOC(=O)CSc1nc2nc(C)cc(C)c2c(=O)[nH]1	0.09
N=c1c2c3c(sc2ncn1N)CCC3	-1.6
Cc1ccc(S(=O)(=O)N=S(C)(C)=O)cc1	-0.54
CCOC(=O)CCSc1n[nH]c(=S)s1	0.22

Main list, from the start:
SMILES	Dicer processing
CCOC(=O)CSc1nc2nc(C)cc(C)c2c(=O)[nH]1	0.09
N=c1c2c3c(sc2ncn1N)CCC3	-1.6
Cc1ccc(S(=O)(=O)N=S(C)(C)=O)cc1	-0.54
CCOC(=O)CCSc1n[nH]c(=S)s1	0.22
COc1cc(C2C(C(=O)OC3CCCC3)=C(C)NC3=C2C(=O)CCC3)cc(Cl)c1O (configuration not stated)	-0.46
O=C1/C(=C\c2ccccc2Cl)C(c2ccccc2)Oc2ccccc21 (configuration not stated)	0.21
O=C(Nc1cc(Cl)cc(Cl)c1)Nc1cc(-c2ccco2)[nH]n1	-0.11
Clc1ccc(CN2CCCN(Cc3ccc(Cl)cc3)C2c2cccnc2)cc1	1.2
O=C(CCCOc1ccccc1)NC1CCSC1=O (configuration not stated)	0.4
C=CCn1c(SCc2nc3ccccc3[nH]2)nnc1-c1ccccc1	4*
Brc1cccc2c1NC(c1ccncc1)C1CC=CC21 (configuration not stated)	-0.45
CCN1CCN(c2ccc(Nc3ccnc4c3ccc3nsnc34)cc2)CC1	0.36
O=C1CSC(=Nc2c(Br)cc(F)cc2Br)N1Cc1cccs1	-0.02
O=C(CSC1CC(=O)N(c2ccccc2)C1=O)Nc1ccc(Br)cc1 (configuration not stated)	-3.5
O=C(Oc1ccc(F)cc1Cl)c1cc2ccccc2s1	0.94
O=C(CSCc1cccc2ccccc12)NNC(=O)C(F)(F)F	-1.9
CS(=O)(=NS(=O)(=O)NC(=O)Nc1cccc(C(F)(F)F)c1)c1ccccc1 (configuration not stated)	0.76
Cc1ccc2nc(NC(=O)c3ccc([N+](=O)[O-])cc3)[nH]c(=O)c2c1	0.06
Cc1cc(-c2onc(C)c2-c2nc(-c3cccc(C(F)(F)F)c3)no2)no1	0.32
Cc1c(C#N)c(NC(=O)c2cc(Cl)cc(Cl)c2)n(CC2CC2)c1C	-0.62
CSc1c(C#N)c(-c2cccs2)nn1CC(=O)N/N=C/c1c(F)cccc1Cl	-0.69
CS/C(Nc1cccc(Cl)c1Cl)=C(/C#N)C(=O)c1cccs1	1.1
CCOC(=O)c1ccc(NCN2C(=O)c3ccccc3C2=O)cc1	0.49
COc1cc2c(cc1OC)CN(C(=O)CSc1nnc3ccc4ccccc4n13)CC2	-0.54
O=C(/C=C/OC(=O)c1cccc(F)c1)c1ccc(Cl)cc1	1.4
COc1cc(C2C(C(=O)OC(C)C)=C(C)NC3=C2C(=O)CCC3)ccc1OCc1ccccc1 (configuration not stated)	-0.64
NS(=O)(=O)c1ccc(CCNS(=O)(=O)c2ccccc2)cc1	2.4
N#Cc1ccc(CN2C(=O)CSC2=S)cc1	2.3
Cc1cnc(NC(=O)Nc2ccc(OCc3ccccc3)cc2)c(Br)c1	1.4
CC1(C)Cc2c(C#N)c(SCC(=O)c3ccccc3)nc(N3CCCC3)c2CO1	-4.2
COc1ccc(C2/C(=C(\O)c3ccc(C)cc3)C(=O)C(=O)N2CCCn2ccnc2)c(OC)c1 (configuration not stated)	-5.6
S=c1nc2sc3c(c2c(Nc2ccccc2)[nH]1)CCCC3	-0.93
Cc1nc(SCC(=O)O)c([N+](=O)[O-])[nH]1	1.5
CN1CCN(c2nc3c(c(=O)n(C)c(=O)n3C)n2Cc2ccccc2Cl)CC1	4.2*
Cc1cccc(OCCSc2nc3ccccc3n2CCO)c1	5.6*
Cn1nc(-c2ccccc2)cc1NS(=O)(=O)c1ccc(C(F)(F)F)cc1	-0.47

Some of the entries above, reformatted:
| Structure | Dicer processing |
| --- | --- |
| CCN1CCN(c2ccc(Nc3ccnc4c3ccc3nsnc34)cc2)CC1 | 0.36 |
| Cc1ccc(S(=O)(=O)N=S(C)(C)=O)cc1 | -0.54 |
| CS/C(Nc1cccc(Cl)c1Cl)=C(/C#N)C(=O)c1cccs1 | 1.1 |
| Cc1cccc(OCCSc2nc3ccccc3n2CCO)c1 | 5.6* |

5 compounds from above, ordered by number of heavy atoms, low to high:
SMILES	Dicer processing
Cc1nc(SCC(=O)O)c([N+](=O)[O-])[nH]1	1.5
NS(=O)(=O)c1ccc(CCNS(=O)(=O)c2ccccc2)cc1	2.4
Cn1nc(-c2ccccc2)cc1NS(=O)(=O)c1ccc(C(F)(F)F)cc1	-0.47
CN1CCN(c2nc3c(c(=O)n(C)c(=O)n3C)n2Cc2ccccc2Cl)CC1	4.2*
CC1(C)Cc2c(C#N)c(SCC(=O)c3ccccc3)nc(N3CCCC3)c2CO1	-4.2

The listing continues:
SMILES	Dicer processing
COc1ccccc1C(=O)N=S1CCN(c2ncc(C(F)(F)F)cc2Cl)CC1	-0.82
Cc1cc(C)cc(N2CC(C)Cn3c2nc2c3c(=O)n(CC(=O)O)c(=O)n2C)c1 (configuration not stated)	-0.04
CN1CCC(/C=C/c2cccs2)=N1	-2.1
Fc1cccc(Cl)c1CO/N=C/c1ccc(Cl)cc1Cl	1.6
S=C(NCCc1ccccc1)NNC(=S)NC1CC2C=CC1C2 (configuration not stated)	-1
CCOC(=O)Cc1nc(N)ncc1C(=O)OCC	1.3
CCOC(=O)c1cnc2c(c(C)nn2C)c1Sc1ccc(Cl)cc1	-5.4
Cc1cc(C(C)(C)C)cc(S(=O)(=O)Nc2ccc(O)c(Sc3ncn[nH]3)c2)c1C	8.2
Cc1cc(C)n(-c2ccc(-n3cccc3)cc2)n1	0.37
O=C(O)c1cc(Cl)cc(Cl)c1Sc1c(Cl)cc(Cl)cc1C(=O)O	-0.28
CCn1c(SCCOc2ccccc2F)nc2ccccc21	2
CCOC(=O)c1sc(N/N=C/c2ccccc2Cl)c2c1CC(C)(C)CC2=O	-0.06
CCOC(=O)CSc1nc(C)cc(C)c1C#N	-0.01
O=C(Cn1nc2sc3ccccc3n2c(=O)c1=O)NC(=O)Nc1ccccc1	-0.18
CCOC(=O)Cc1csc(NC(=O)Nc2ccccc2)n1	-0.51
COc1cc2c(cc1OC)C(c1ccc([N+](=O)[O-])cc1)=NCC2	-1.1
COC(=O)c1ccc(C2c3c(oc4ccc(F)cc4c3=O)C(=O)N2Cc2ccc3c(c2)OCO3)cc1 (configuration not stated)	0.15
c1ccc(N=C(Nc2ccccc2)Nc2ccccc2)cc1	-2.1
Cc1c(NC(=O)CSc2nc(-c3ccco3)cc(C(F)(F)F)n2)c(=O)n(-c2ccccc2)n1C	0.14
O=c1cc(O)cc(/C=C/c2ccc(O)c(O)c2)o1	-1.1
O=c1[nH]ncn2c1c(-c1ccccc1)c1cc([N+](=O)[O-])ccc12	-1.4
Cc1csc2c(N3CCN(C(=O)c4ccc(Cl)cc4)CC3)ncnc12	0.31
CN(C)CCCNC(=O)c1cc2ccccc2[nH]1	0.92
CCOc1ccc(C2CC(c3ccc(OCc4ccccc4)cc3)n3nc(N)nc3N2)cc1 (configuration not stated)	0.25
C[n+]1ccccc1/C=N/O	-0.79
CN1NC(c2ccc(Cl)cc2)/C(=N\OC(=O)c2ccc(C(C)(C)C)s2)SC1=S (configuration not stated)	1.8
CSc1ccc(Cl)cc1NC(=O)c1ccco1	0.39
COc1ccc(C2SCC(=O)N2c2nc3ccccc3s2)cc1 (configuration not stated)	1.3
COc1ccccc1CNCCSc1nnnn1C	-0.43
COC(=O)c1ccc2cc(C(=O)O)ccc2c1	5.4*
CCOc1nc(-c2ccc(C)cc2)ccc1-c1noc(COC)n1	0.18
Nc1ncnc2c1ncn2CCNCc1ccc2c(c1)OCO2	-0.65
Cc1ccc2[nH]c(=S)n(Cc3ccc(C#N)cc3)c(=O)c2c1	-3.5
Cc1oc(S(=O)(=O)N2CCOCC2)cc1-c1nc(-c2ccc(C(F)(F)F)cc2)no1	3
O=C1/C(=C/c2c(F)c(F)c(F)c(F)c2F)SC(=S)N1/N=C/c1ccc(Cl)cc1Cl	12*
Cc1ccc(C)n1-c1sc2c(c1C(=O)NNS(=O)(=O)c1ccc(C(F)(F)F)cc1)CCCC2	-0.2
CCCCOC(=O)Nc1nc2ccc(S(C)(=O)=O)cc2s1	4.8*
O=C(c1cccc(C(F)(F)F)c1)N1CCN(c2cccc3[nH]ccc23)CC1	1.2
Cc1oc(C(C)(C)C)cc1C(=O)CC#N	0.27
O=c1oc2ccc(NS(=O)(=O)c3ccc(Cl)cc3)cc2s1	9.8*
CCc1ccccc1CSc1nc(C)cc(C)c1C#N	0.42
COc1ccc2c(c1)C1=NN(C(C)=O)C(c3ccc(Br)cc3)C1CC2 (configuration not stated)	-0.3
CN(C)/C=C1\COc2ccc(Cl)cc2C1=O	-0.28
CCOc1ccc2nc(SCCc3ccccc3)[nH]c2c1	1.3
Cc1ccc(C2Nc3nonc3NC3=C2C(=O)CC(C)(C)C3)o1 (configuration not stated)	0.1
COc1cccc2c1OC(c1ccncc1)N1N=C(c3cc(Cl)ccc3O)CC21 (configuration not stated)	2.2
c1ccc(CN2CCN(Cc3c[nH]c4ccccc34)CC2)cc1	6.9*
COc1ccc(/C=N/N=C/c2ccc(OC)c(OC)c2)cc1OC	-0.68
Cc1ncc(C(=O)O)c2ccccc12	-0.16
CN(C)CCCc1cc(C(=O)Nc2ccc(-c3ccncc3)cc2)ccc1O	1.4
Fc1ccc(C2Nc3c(Cl)cccc3C3C=CCC32)cc1 (configuration not stated)	0.59
COc1cc(Cl)c(Cl)cc1Cl	-0.51
CC(=O)c1c(C)nn(-c2ccccc2)c1-c1ccccc1[N+](=O)[O-]	0.56
O=C(O)CCCCCNS(=O)(=O)c1ccc(F)cc1	2
CCOC(=O)C(C(=O)OCC)c1c([N+](=O)[O-])c(=O)n2c3c(cccc13)CCC2	-1.9
O=S(=O)(NC1c2cccc3cccc(c23)C1N1CCN(CCO)CC1)c1ccccc1 (configuration not stated)	2.7
CC12CN3CC(c4ccccc4)(CN(C1)C3c1ccccc1O)C2=O (configuration not stated)	1.1
COc1ccc(/C=C2\CN(Cc3ccccc3)C/C(=C\c3ccc(OC)cc3)C2=O)cc1	0.5
Cc1onc(-c2ccccc2Cl)c1C(=O)N1C=Cc2ccccc2C1C#N (configuration not stated)	-1.1
CCOc1c(Cl)cc(CNc2ncn[nH]2)cc1OC	1.4

The list continues.
SMILES	Dicer processing
CCCCC1(CO)C(=O)N(c2ccccc2)N(c2ccccc2)C1=O	6.1*
Cn1c(=O)c2c(ncn2CC(O)CN2CCN(CCO)CC2)n(C)c1=O (configuration not stated)	2.7
O=c1cc(O)c2cccc3c2n1CCC3	-0.63
CC(c1ccccc1)n1c(OC(=O)N(C)C)nnc1SCC(=O)c1ccc2c(c1)OCCO2 (configuration not stated)	3.6*
CCn1nc(C)c(Br)c1-c1nc(CS(=O)(=O)c2ccc(F)cc2)no1	-0.42
COc1cc(C(O)CO)ccc1O (configuration not stated)	-1.5
CCCCN1C(=O)C(O)(CC(=O)c2ccc(C)s2)c2cc(Br)ccc21 (configuration not stated)	2.3
O=C(O)c1cc(=O)cc(C(=O)O)[nH]1	-0.68
CCCn1c(CCC(=O)O)ccc1-c1ccc(Br)cc1	1.5
COc1ccc(C2C(C(=O)OC(C)C)=C(C)Nc3nc4ccccc4n32)c(OC)c1 (configuration not stated)	-1.1
CCNC(=S)Nc1ccc(Cl)cc1Cl	-0.94
CCCCCSc1nnc2c(n1)OC(c1ccco1)Nc1ccccc1-2 (configuration not stated)	0.96
O=C(Nc1ccccc1S(=O)(=O)Cc1cccc(C(F)(F)F)c1)c1ccc(Cl)cc1	1.8
Cc1ccc(Br)cc1S(=O)(=O)Nc1ccccn1	0.67
Cc1n[nH]c(=O)c2noc(/C=C/c3ccsc3)c12	-1.1
COc1ccc(C2C(C(=O)OC3CCCC3)=C(C)NC3=C2C(=O)CC(c2ccccc2)C3)cc1OC (configuration not stated)	2.4
Cc1onc(NC(=O)NC(=O)c2ccccc2F)c1Br	-0.38
O=C(CSc1cc(-c2ccccc2)nc2ncnn12)c1ccc(Br)cc1	-0.04
COC(=O)c1scc2c(Oc3ccccc3C(F)(F)F)cc(C(F)(F)F)nc12	-1.1
CC1(C)CC(=O)C2=C(C1)N=C1c3ccccc3C(=O)C1C2c1cccc(Cl)c1 (configuration not stated)	-0.62
COC(=O)c1cc(=O)nc2sc3ccccc3n12	-0.7
N#Cc1c(-c2cccs2)nn(-c2ccc([N+](=O)[O-])cc2)c1N	2.4
CC(=O)Nc1cccc(-n2nnc(SCc3cc(Cl)cc4c3OCOC4)n2)c1	1.3
CCOC(=O)c1nnn2c1nc(SC(C(C)=O)C(=O)OCC)c1ccccc12 (configuration not stated)	-1.2
COc1ccc(Cc2nnc(SCC(=O)N3CCOCC3)n2-c2ccc(F)cc2)cc1OC	0.14
Cc1onc(-c2c(F)cccc2Cl)c1C(=O)NC(CN1CCOCC1)c1ccccc1 (configuration not stated)	-1.1
COC(=O)CCC(=O)c1oc2ccc(OC)cc2c1N	-1.9
N/C(CC(=O)Nc1ccc(F)c(F)c1F)=N\O	-0.3
CC1=C(C(=O)OCCOC(C)C)C(c2ccc(O)cc2)C2=C(CCCC2=O)N1 (configuration not stated)	0.26
Cc1ccc(C2CC(C(F)(F)F)n3nc(C(=O)N4CCN5CCCC5C4)c(Cl)c3N2)cc1 (configuration not stated)	-1.7
O=c1[nH]c2ccccc2nc1Cc1ccc(F)c(F)c1	-0.58
CCOC(=O)NC(=S)Nc1cc(C)cc(C)n1	0.02
c1ccc2c(c1)[nH]c1nc(SCCCN3CCCCC3)nnc12	-0.22
O=C(O)Cn1c(=O)oc2ccccc21	0.55
CCOC(=O)c1ccc2oc3ccc(O)cc3c(=O)c2c1	-0.17
Cc1c2cnn(C)c(=O)c2c(C)n1Cc1cccs1	0.4
Cn1c(=O)c2c(O)c(C=NCc3cccnc3)c(=O)n(C)c2n(C)c1=O	0.3

4 compounds picked at random from the list so far:
SMILES	Dicer processing
CCOC(=O)NC(=S)Nc1cc(C)cc(C)n1	0.02
COC(=O)CCC(=O)c1oc2ccc(OC)cc2c1N	-1.9
COc1ccc(Cc2nnc(SCC(=O)N3CCOCC3)n2-c2ccc(F)cc2)cc1OC	0.14
O=c1[nH]c2ccccc2nc1Cc1ccc(F)c(F)c1	-0.58

Not all compounds are listed; count on the stated rates, not on these rows.
